Cneo AK release – Cryptococcus neoformans cell lysis inducers, primary screen, AK release luminescence, single concentration; lysis activity, % at 15 µM; C. neoformans lysis, adenylate kinase release luminescence, 4 h; normalised: neutral wells 0, clomiphene wells 100; 360,000 tested, 0.2% active;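 active means mean lysis activity across replicates of at least 80%, whatever share of replicates individually reach that level; inactive means mean lysis activity below 80%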
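Material: C. neoformans cells | Amount: Yeast cell density of 5 × 10^6 cells/mL | Medium: Fresh YPD growth medium | Dosing: Single dose | Times: Static 4 h at 37 °C with compound, 1 h detection | Detection: AK luminescence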
EWS-Fli inh – EWS/Fli-driven NR0B1 reporter inhibitors, primary screen, A673 cells, NR0B1 luciferase, luminescence, MLPCN library; viability-normalised; inhibition, % at 12.6 µM; 350,000 tested, 0.67% active; AID 651661, 2012;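 active means mean inhibition of at least 50% after viability correction, with every replicate also passing that limit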;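 further: firefly luciferase signal divided by Alamar Blue viability fluorescence both relative to DMSO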
PAX8 inh HTS – inhibitors of PAX8-driven TPO luciferase reporter, primary screen, RMG-I cells, single concentration; AID 652154, 2013; 360,000 tested, 1.2% active; inhibition, % at 12.6 µM; SteadyGlo, 24 h;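 active means mean replicate inhibition at least 60% with every replicate also reaching 60%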;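 further: luciferase light reporting Pax8 driven TPO promoter activity; plate controls were median of neutral control wells for no effect and mitoxantrone controls for full effect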
PGC1a acetyl inh – inhibitors of PGC1a acetylation signal, primary screen, cell-based, U2OS, AlphaScreen, inhibitor mode | inhibition, % at 15.6 µM | 350,000 tested, 0.17% active | AlphaScreen anti-acetyl-lysine; with virally co-expressed GCN5 acetyltransferase;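 active means every replicate shows inhibition of at least 40%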;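 further: 0% = neutral control wells and 100% = positive control wells; some results beyond the cut were filed as inactive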
LGR2 inh – inhibitors of bursicon-induced LGR2 CRE-luciferase signal, primary screen, cell-based, HEK293, CRE-luciferase reporter, bursicon stimulation; bursicon-stimulated, 4 h; inhibition, % at 9.99 µM; AID 720647, 2013; 380,000 tested, 0.35% active; Drosophila bursicon receptor LGR2 (rickets);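 active means drop in luminescence signal, shown as inhibition above about 50% in the replicate tests, limit read from the data, passing the limit was not always enough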;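 further: agonist challenge used bursicon conditioned medium at about half maximal strength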
miR-122 sensor – miR-122 Renilla sensor signal increase in Huh7, primary screen, miR-122 inhibitor project, cell-based, single point, plate reader | Huh7 miR-122 Renilla luciferase sensor, 48 h; neutral wells = 0, positive control = 100 | activation (reporter increase), % at 12.5 µM | 340,000 tested, 0.3% active;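 active means mean replicate activation score at least 90 and every replicate individually at or above 90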;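 further: higher luciferase means less miR-122 activity so hits act as miR-122 inhibitors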
FN deposition inh – inhibitors of fibronectin matrix deposition, primary screen, AH1F cells, Alexa488-fibronectin fluorescence, plate reader; AH1F fibroblasts, overnight; inhibition, % at 12.6 µM; 350,000 tested, 0.086% active;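 active means mean inhibition across replicates of 30% or more, regardless of how many single replicates reach that level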;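 further: positive control wells lacked labelled fibronectin entirely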
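Material: AH1F fibroblast monolayer depositing Alexa488-labelled fibronectin into matrix / Amount: 10000 AH1F cells per well / Signal: fluorescence 485/525 nm / Medium: DMEM, 2% serum / Compound: single dose, pinned / Incubation: 1 h cell adhesion before compound, then overnight fibronectin incubation / Reagent: Alexa488-FN, 24 nM final / Read-out: inhibition of fibronectin deposition signal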
Casp6 inh – human caspase-6 inhibitors, primary screen, biochemical, VEID-R110 fluorescence, single point, set 2; purified caspase-6, Z-VEID-R110 cleavage fluorescence; AID 686996, 2013; inhibition, % at 12.5 µM; P55212; 350,000 tested, 0.53% active;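 active means mean inhibition across replicates at least about 35%, with every replicate also reaching that limit, limit read from the data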;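 further: 0% = median of neutral control wells and 100% = no fluorescence left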
Target sequence (P55212 24-179 limits assumed): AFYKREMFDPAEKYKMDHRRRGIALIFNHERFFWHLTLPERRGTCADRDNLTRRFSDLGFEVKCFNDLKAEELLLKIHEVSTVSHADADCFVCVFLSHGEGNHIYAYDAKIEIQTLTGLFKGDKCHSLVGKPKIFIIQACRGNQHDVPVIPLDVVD
Target sequence (P55212 194-293 limits assumed): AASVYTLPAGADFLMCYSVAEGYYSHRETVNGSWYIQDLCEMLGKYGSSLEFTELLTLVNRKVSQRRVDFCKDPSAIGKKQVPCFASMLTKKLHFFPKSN
Active calls of the source: *; · = no result given; [ ] = dose if it differs, or a comment.

Structure	PAX8 inh HTS	PGC1a acetyl inh	LGR2 inh	Cneo AK release	Casp6 inh	EWS-Fli inh	miR-122 sensor	FN deposition inh
O=C(O)CSc1nnc(-c2ccccc2O)n1Cc1ccccc1	7	6	·	1	·	·	-8	5
O=[N+]([O-])c1ccc(N2CCCCC2)cn1	-35	6	-22	-2	2	-19	-9	1
Cc1c(NS(=O)(=O)c2cccc(C(=O)O)c2)c(=O)n(-c2ccccc2)n1C	-2	-8	-1	0	13	·	-11	4
CCN(C(=O)CN1CCN(c2cccc(C(F)(F)F)c2)CC1)c1c(N)n(Cc2ccccc2)c(=O)[nH]c1=O	26	-1	-7	·	-1	7	·	5
O=C(NC12CC3CC(CC(C3)C1)C2)c1c(Cl)cccc1Cl	15	·	9	0	-1	2	·	-8
CC(C)NC(=O)N(C)C[C@@H]1Oc2cc(C#C[C@@H](C)O)ccc2S(=O)(=O)N([C@H](C)CO)C[C@H]1C	-2	3	-16	-5	-1	-8	1[16.7 µM]	1
O=[N+]([O-])c1ccc(C(O)C23CN4CN(CN(C4)C2)C3)cc1 (configuration not stated)	0	·	5	·	-5	2	·	-6
COc1ccc2c3c([nH]c2c1)[C@@H](CO)N(S(=O)(=O)c1cn(C)cn1)CC31CCN(Cc2ccccc2Cl)CC1	·	-16	7	·	·	5	·	-8
CCCN1CCN(CC(=O)NCC(=O)Nc2cccc(C)c2C)CC1	-5	6	13	1	3	0	-1	5
O=C(C1CCC(Cn2c(=S)[nH]c3ccccc3c2=O)CC1)N1CCN(c2ccccn2)CC1 (configuration not stated)	32	2	23	9	-2	4	0	0
Cc1ccccc1Cn1nnc(C(=O)Nc2ccc3c(c2)OCCO3)c1N	-217	-15	-88	-6	6	-50	34	-1
Cc1ccc(N(C)S(=O)(=O)c2ccc3[nH]cc(C(=O)NCCCN4CCOCC4)c(=O)c3c2)cc1C	12	-1	16	1	-3	·	-13	6
CCO[C@@H]1OC(C(=O)NCc2nc3ccccc3[nH]2)=C[C@H](C2CCCCC2)[C@H]1CCCO	25	·	18	-2	-1	-3	-16	5
CN(C)CCCN(Cc1ccccc1)C(=S)Nc1cccc(C(F)(F)F)c1	1	-15	9	·	·	·	-3	-1
COc1ccc2c3c(n(C)c2c1)[C@H](CO)N(C(=O)CC1CC1)CC31CN(C(=O)C2CCC2)C1	5	·	-1	·	-2	-3	·	·
O=C(/C=C/c1ccccc1)Oc1ccc(C(=S)N2CCOCC2)cc1	-11	·	15	·	·	13	·	-13
CCC(=O)N1CCC2(CC1)CN[C@@H](CO)c1c2c2ccc(OC)cc2n1C	4	7	2	·	-5	-2	·	·
COc1ccc(OC)c(NC(=O)CCn2ccnc2)c1	7	13	16	4	-3	0	0	6
COc1c(Br)cc(Br)cc1/C=C1/C(=O)N=C(N)N1C	-6	2	-13	1	-1	1	-1	-5
O=C(C1CC1)N1CC[C@@H]2[C@H](CO)Nc3ccc(-c4cccc(F)c4)cc3[C@@H]21	14	-1	-15	-9	-1	-10	2[16.7 µM]	1
CCN(CCCNC(=O)C1CCN(C(=O)c2cc3sccc3n2C)CC1)Cc1ccccc1	15	-4	5	-1	-12	8	5	0
CCc1ccc(-c2cn(-c3nc(C)cc(C)n3)c(=N)o2)cc1	·	-1	·	-2	·	·	0	-1
COc1ccc2oc(=N)c(C(=O)NCc3ccccc3)cc2c1	-5	-3	-7	0	-3	-15	-4	-1
CCCn1c(NCc2ccc3c(c2)OCO3)nc2ccccc21	·	-18	-13	2	1	-21	3	·
C[C@@H]1CN([C@@H](C)CO)C(=O)c2cc(NC(=O)CCC(F)(F)F)ccc2O[C@@H](C)CCCCO[C@@H]1CN(C)S(=O)(=O)c1ccc(F)cc1	-17	8	1	4	3	-14	20[16.7 µM]	-1
CCCNC(=O)C1(C)CCN(C(=O)c2ccc3ccccc3c2)C1 (configuration not stated)	-16	·	0	1	1	-5	0	-13
O=C(NCc1ccccc1)C1c2ccccc2OCC(=O)N1Cc1ccco1 (configuration not stated)	-15	·	-5	·	0	-1	·	-2
CCCOc1ccc(-c2nnc(-c3ccco3)o2)cc1	2	-3	·	0	·	·	-11	2
CN(C(=O)CSc1nnc(-c2cccs2)n1N)c1ccccc1	-3	6	-6	-2	1	-2	0	1
C[C@H](CO)N1C[C@H](C)[C@@H](CN(C)C)Oc2cc(C#CC3CCCCC3)ccc2S1(=O)=O	·	-13	8	13	2	19	12[16.7 µM]	2

Next results follow.
Structure	PAX8 inh HTS	PGC1a acetyl inh	LGR2 inh	Cneo AK release	Casp6 inh	EWS-Fli inh	miR-122 sensor	FN deposition inh
Cc1cccc(C(=O)NNC(=O)CCn2nnc3ccccc32)c1	0	5	22	·	3	-3	·	4
COc1ccc([C@H]2C=C(C(=O)N3CCCCC3)O[C@@H](OCc3ccc(CO)cc3)C2)cc1	·	2	·	-1	4	-21	·	·
CCN(CC)CCCOc1nc(C)nc2c1oc1ccccc12	-9	·	·	-1	·	·	-17	-10
NC(=S)N/N=C/c1ccc(-c2ccc([N+](=O)[O-])cc2)o1	-3	-25	14	·	7	-5	-2	12
Cc1ccc(Nc2nc(CSc3nnc(-c4ccncc4)n3-c3ccccc3C)cs2)cc1	8	·	14	·	1	10	·	2
CCc1ccc(C2CC(c3ccccc3C)n3nc(N)nc3N2)cc1 (configuration not stated)	-16	-2	1	-1	-1	1	-1	3
O=S(=O)(NCc1ccc(Cl)cc1Cl)c1ccc(N2CCOCC2)nc1	-1	-3	-25	-1	1	10	5	-7
CCOC(=O)C1CCCN(CC(O)COCc2ccc3c(c2)OCO3)C1 (configuration not stated)	-3	0	8	-10	-4	0	2	4
C#CCOc1ccc(CNC[C@H]2O[C@@H](n3cnc4c(N)ncnc43)[C@H](O)[C@@H]2O)cc1	4	-12	4	1	3	-4	-4	8
COc1ccc(NC(=O)C2CCCN2c2nn3c(=O)cc(C)nc3s2)cc1 (configuration not stated)	-9	37	-1	-1	2	-3	5	2
COc1ccccc1NC(=S)N(Cc1cccs1)C1CCCC1	4	·	3	·	7	2	·	2
CC(CCOC1=NS(=O)(=O)c2ccccc21)NC(=O)C(=O)Nc1ccccc1 (configuration not stated)	-38	·	3	·	0	-18	·	-1
Cc1nn(-c2ncc(C(F)(F)F)cc2Cl)c(=O)n1-c1cccc(Cl)c1	-5	44	·	-1	·	·	-2	4
O=S(=O)(Nc1ccc(C(F)(F)F)cc1)c1cnc[nH]1	·	-1	·	-1	·	·	-5	-26
O=C(c1cccs1)N1CCN(C2CCCCC2)CC1	·	1	·	-1	·	·	0	-9
COc1ccc(CN(C)C(=O)Cn2ccc(N)nc2=O)cc1OC	9	0	-1	0	·	0	-10	-2
CCS(=O)(=O)c1ccc2oc(Nc3ccc(OC)cc3)nc2c1	-30	1	·	-3	-1	-5	-1	5
COc1ccc(S(=O)(=O)N2CCOCC2)cc1NC(=O)Cc1ccccc1Cl	-18	·	1	·	-5	3	1	1
C[C@H]1CN([C@@H](C)CO)C(=O)c2cc(-c3ccc(F)cc3)cnc2O[C@@H]1CN(C)CC1CCOCC1	-15	2	3	-1	5	-10	4[16.7 µM]	9
COC(=O)Cn1c(=O)c2c(nc3n2CC(C)CN3Cc2ccccc2)n(C)c1=O (configuration not stated)	24	·	-1	·	1	0	·	5
CC(C)NC(=O)Nc1cccc2c1O[C@H](CN(C)Cc1ccc3c(c1)OCO3)[C@@H](C)CN([C@H](C)CO)C2=O	13	-13	-5	-1	-2	5	·	-8
Cc1ccc(-c2nn3c(C)nnc3c3ccccc23)cc1S(=O)(=O)N1CCN(CCO)CC1	-4	-25	·	1	·	·	23	8
CNc1ccccc1C(C)(C)c1cc(-c2cccc(OC)c2)no1	22	-9	-15	·	-4	-20	-4	0
CS(=O)(=O)c1ccc(C(=O)NCc2ccccc2F)cc1	-14	12	-1	-2	·	-1	-5	13
Cc1ccc(-n2c(-c3ccco3)n[nH]c2=S)cc1	-23	10	-5	·	-1	2	·	-3
O=C(Cn1nnc(-c2ccccc2)n1)Nc1cccc(S(=O)(=O)N2CCCC2)c1	5	-11	3	0	-20	16	2	-1
COc1ccccc1NC(=O)CSc1nccn1Cc1ccccc1	-7	-6	0	-1	1	-2	7	·
CO/N=C1\CCCc2c(C(=O)NN)sc(SC)c21	9	15	-9	0	-6	7	6	-6
C[C@H](CO)N1C[C@H](C)[C@@H](CN(C)Cc2ccc(Cl)c(Cl)c2)OCc2ccccc2-c2ccccc2C1=O	33	1	4	·	0	8	·	-5
Cc1noc(C)c1NC(=O)N(C)C[C@@H]1Oc2c(NS(=O)(=O)c3ccccc3)cccc2C(=O)N([C@H](C)CO)C[C@H]1C	9	-9	-36	-53	0	-6	-7[16.7 µM]	·

The list goes on:
Structure	PAX8 inh HTS	PGC1a acetyl inh	LGR2 inh	Cneo AK release	Casp6 inh	EWS-Fli inh	miR-122 sensor	FN deposition inh
Cc1ccc(-c2ccccc2[C@@H]2[C@@H](C#N)N(C(=O)Cc3cccnc3)[C@H]2CO)cc1	-8	-4	5	·	0	2	·	-4
CCCC1=C(C(=O)OCC)C(c2cccnc2)n2nc(C)nc2N1 (configuration not stated)	-7	-2	-8	·	0	4	·	-5
Cn1cc(C(=O)NS(=O)(=O)Nc2ccc(Br)cc2)c2ccccc21	1	6	-39	2	-3	·	3	-1
CC(C)(C)S(=O)(=O)N1Cc2cc(CO)ccc2[C@H]1CCO	-14	·	-5	·	5	-9	·	0
C[C@H]1CN([C@@H](C)CO)C(=O)c2cccc(NS(=O)(=O)c3ccccc3)c2O[C@@H]1CN(C)S(=O)(=O)c1ccc(F)cc1	7	-8	-4	1	·	11	-4[16.7 µM]	·
COc1cc(/C=N/NC(=O)CCOc2ccccc2C)cc(Br)c1O	-7	·	0	·	·	-1	·	7
O=C1CSc2ccc(S(=O)(=O)NCc3ccc(F)cc3)cc2N1	13	-9	-10	-4	3	·	31	8
Cc1cc(NC(=O)Nc2ccccc2F)ccc1Br	-193	-1	-81	-6	-1	-93	-4	39*
COc1cc(C(=O)N(C)CC(=O)Nc2cccc(F)c2)ccc1OCc1ccccc1	-4	9	-9	-5	0	-2	-4	15

3 compounds from above, ordered by heavy-atom count, high to low.
Structure	PAX8 inh HTS	PGC1a acetyl inh	LGR2 inh	Cneo AK release	Casp6 inh	EWS-Fli inh	miR-122 sensor	FN deposition inh
COc1cc(C(=O)N(C)CC(=O)Nc2cccc(F)c2)ccc1OCc1ccccc1	-4	9	-9	-5	0	-2	-4	15
CN(C)CCCN(Cc1ccccc1)C(=S)Nc1cccc(C(F)(F)F)c1	1	-15	9	·	·	·	-3	-1
CS(=O)(=O)c1ccc(C(=O)NCc2ccccc2F)cc1	-14	12	-1	-2	·	-1	-5	13

Retrieved one by one from above, two records:
Structure	PAX8 inh HTS	PGC1a acetyl inh	LGR2 inh	Cneo AK release	Casp6 inh	EWS-Fli inh	miR-122 sensor	FN deposition inh
COc1ccc(S(=O)(=O)N2CCOCC2)cc1NC(=O)Cc1ccccc1Cl	-18	·	1	·	-5	3	1	1
CCCNC(=O)C1(C)CCN(C(=O)c2ccc3ccccc3c2)C1 (configuration not stated)	-16	·	0	1	1	-5	0	-13

Screens: PubChem, Broad Institute
